Bioassay records from PubChem.
Tn6 DDE FP: DD(E)-Tn6 binding inhibition, primary FP screen | P02675 | Fibrin DD(E) TRITC-Tn6 fluorescence polarization displacement | inhibition, % at 8.3 µM | 0.21% of 370,000 active;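 active = inhibition above a per-campaign cutoff: mean of compounds within control limits plus 3 SD, cut at about 15% in these data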;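 note: 0% = median of all compound wells on the plate and 100% = blocking peptide control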
Target sequence (P02675 whole entry, looked up): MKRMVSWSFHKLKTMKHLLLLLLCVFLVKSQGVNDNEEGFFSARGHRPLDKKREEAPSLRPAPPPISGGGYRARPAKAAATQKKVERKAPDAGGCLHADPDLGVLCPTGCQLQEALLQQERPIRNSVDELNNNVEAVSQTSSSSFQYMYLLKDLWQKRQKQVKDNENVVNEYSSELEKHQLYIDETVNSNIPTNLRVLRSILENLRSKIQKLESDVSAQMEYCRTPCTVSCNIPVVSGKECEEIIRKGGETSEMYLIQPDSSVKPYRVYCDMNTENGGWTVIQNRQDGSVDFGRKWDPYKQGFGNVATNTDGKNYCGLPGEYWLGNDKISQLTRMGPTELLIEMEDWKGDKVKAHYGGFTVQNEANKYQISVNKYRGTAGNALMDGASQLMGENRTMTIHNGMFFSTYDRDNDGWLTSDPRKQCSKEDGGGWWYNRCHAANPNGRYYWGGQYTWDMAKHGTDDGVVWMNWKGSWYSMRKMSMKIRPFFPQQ
KLK7 zymogen act: activates the human kallikrein-7 zymogen. purified proKLK7, EDANS-DABCYL substrate fluorescence; 100% is mature enzyme control, 0% vehicle. activation, % at 7 µM. 0.9% of 370,000 active. AID 652039;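 active = activation above the mean of all tested compounds plus 3 SD, computed per campaign excluding outliers beyond control limits, cut at about 13% in these data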
Target sequence (P49862 whole entry, looked up): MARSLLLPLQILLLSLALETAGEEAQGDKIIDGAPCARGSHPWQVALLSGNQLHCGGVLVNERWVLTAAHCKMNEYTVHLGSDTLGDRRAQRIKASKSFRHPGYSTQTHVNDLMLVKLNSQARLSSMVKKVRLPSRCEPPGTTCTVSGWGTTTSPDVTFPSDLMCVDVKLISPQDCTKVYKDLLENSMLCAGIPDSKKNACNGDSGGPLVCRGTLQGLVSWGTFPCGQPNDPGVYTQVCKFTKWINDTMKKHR
TCR CD3 inh: inhibitors of human TCR-CD3 interaction. TAMRA-labeled TCR probe fluorescence, biochemical. AID 651800. inhibition, % at 9.4 µM. 0.37% of 360,000 active; in the data active = inhibition above about 19%;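 note: recombinant mutant TCR 2C K166C tagged with TAMRA read by polarization; 0% = receptor in buffer alone and 100% = receptor with positive control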
LEDGF integ inh: blocks HIV-1 LEDGF/p75-dependent DNA integration; 0.64% of 370,000 active; inhibition, % at 3.7 µM; TR-FRET IN-LEDGF/p75 DNA integration, Eu/Cy5; AID 743269;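 active = inhibition above the screen-wide mean plus 3 SD, cut at about 13% in these data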;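 note: signal is the Cy5 over europium emission ratio at 671 and 618 nm; 0% = plate median of compound wells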
Tn7 DDE FP: DD(E)-Tn7 binding inhibition, primary FP screen | 0.13% of 370,000 active | inhibition, % at 8.3 µM | FP displacement of FITC-Tn7 peptide from fibrin DD(E); 0% = median of compound wells per plate | P02675;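 active = inhibition above the mean of compounds falling within the control limits plus 3 SD of them, cut at about 14% in these data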;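 note: 0% = plate median of compound wells and 100% = 10 µM Aha-Tn7 peptide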
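Measure: % inhibition scaled between sample-field median and high-control FP; Test system: human fibrin DD(E); Quantity: 2 µM final DD(E) protein; Doses: one dose, 8.3 µM nominal; Schedule: compound with protein 10 min, then 3 h after probe, room temperature; Detection: fluorescence polarization; Medium: Tris buffer with calcium and detergent, pH 7.8.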
TDP2 inh: TDP2 (human) inhibition, absorbance primary screen; O95551; recombinant TDP2, T5PNP hydrolysis, p-nitrophenol absorbance 415 nm; inhibition, % at 12.8 µM; 0.34% of 370,000 active;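 active = inhibition above the mean of all tested compounds plus 3 SD, set per campaign, cut at about 25% in these data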;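 note: 0% = DMSO with enzyme and 100% = buffer with substrate but no TDP2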
Target sequence (O95551 whole entry, looked up): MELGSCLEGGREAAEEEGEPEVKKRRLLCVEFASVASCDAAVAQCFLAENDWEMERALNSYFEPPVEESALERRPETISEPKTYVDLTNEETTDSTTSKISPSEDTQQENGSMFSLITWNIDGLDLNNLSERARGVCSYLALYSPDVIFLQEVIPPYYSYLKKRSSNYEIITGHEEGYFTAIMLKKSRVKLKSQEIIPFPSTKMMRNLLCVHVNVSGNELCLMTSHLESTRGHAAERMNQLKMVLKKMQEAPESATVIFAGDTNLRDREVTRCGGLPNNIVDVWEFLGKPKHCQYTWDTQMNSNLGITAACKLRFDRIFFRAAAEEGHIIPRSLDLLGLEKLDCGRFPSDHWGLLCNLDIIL
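Assay system: recombinant human TDP2 / Reagent: T5PNP substrate at 5 mM, a TopII-DNA adduct mimic / Measured by: epi absorbance from released p-nitrophenol / Evaluation: % inhibition relative to enzyme-containing and enzyme-free wells / Control set: enzyme-free and DMSO wells / Replicates: each compound tested once, singlicate / Schedule: enzyme reaction with compound for 2 h at 37 °C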
MBD2 inh: MBD2-methylated oligo binding inhibition. 0.31% of 370,000 active. Q9UBB5. TR-FRET, MBD2 binding to methylated oligonucleotide. inhibition, % at 4.4 µM; in the data active = inhibition above about 13%
PRMT1 FP inh: inhibitors of human PRMT1. Q99873. recombinant PRMT1, activity-based probe fluorescence polarization. inhibition, % at 2.79 µM. 1.3% of 370,000 active;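 active = inhibition above about 21% made by adding two undisclosed values, limit read from the data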
SIAE primary: inhibitors of human sialic acid acetylesterase SIAE; Q9HAT2; SIAE FP-Rh probe binding, fluorescence polarization; inhibition, % at 9.66 µM; 0.69% of 370,000 active; AID 1053197;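 active = inhibition above a cutoff: mean of compounds within the control limits plus 3 SD of those, cut at about 17% in these data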;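 note: 0% = plate median of compound wells and 100% = probe without SIAE protein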
UHRF1 MBD2 ctr: UHRF1 methyl-DNA binding inhibition; Q96T88; UHRF1 binding to methylated oligo, TR-FRET; inhibition, % at 4.4 µM; 0.75% of 370,000 active; in the data active = inhibition above about 21%;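 note: UHRF1 SRA domain binding a hemimethylated CpG hairpin DNA probe; 0% = median of test compound wells and 100% = reference inhibitor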
* marks the source's active call; other numbers are inactive results; x = not tested or not shown.

Tn6 DDE FP,KLK7 zymogen act,TCR CD3 inh,LEDGF integ inh,Tn7 DDE FP,TDP2 inh,MBD2 inh,PRMT1 FP inh,SIAE primary,UHRF1 MBD2 ctr,mol
4,-0.3,-4,2,-6,-9,1,3,5,-2,CCOC(=O)C1=CNS(=O)(=O)NC1c1cccc(O)c1 (stereo not given)
-4,-0.3,-4,-5,-1,8,0,4,-6,0,Cc1cc2oc(C(=O)NCc3ccc(S(N)(=O)=O)cc3)c(C)c2cc1C
0,0.1,0,5,-12,-15,0,0,-2,0,COC(=O)C1(C)NC(c2cccc(C)c2)C2C(=O)N(c3ccc(F)cc3)C(=O)C21 (stereo not given)
8,0.0,-1,-2,7,-3,0,-4,4,0,S=C(Cc1ccccc1)N1CCOCC1
-6,-1.0,-5,-3,2,-5,7,2,-10,3,Cc1ccc(/C=C2\SC(=S)N(CCC(=O)Nc3cccnc3)C2=O)cc1
-5,0.2,-8,1,4,9,1,1,0,-4,COc1ccccc1-c1cc(NC(C)=O)c2ncc(-c3ccccc3)n2c1
-2,-0.1,-1,-5,0,14,2,2,0,-1,CCCS(=O)(=O)c1c(S(=O)(=O)CCC)c2ccccn2c1C(=O)OC
-3,-0.1,2,2,-1,4,-6,-3,-5,1,COc1ccc(C(=O)NCCN2C(=O)S/C(=C\c3cccnc3)C2=O)c(OC)c1OC
6,0.3,-2,-3,-4,2,1,0,7,3,CCCCOC(=O)CSC(=S)N(C)Cc1cccs1
11,-0.4,1,-1,6,6,-3,-2,-1,2,CC(C)OC(=O)C(C)Nc1ccc(F)c(Cl)c1 (stereo not given)
-1,-0.2,-2,-3,1,3,1,17,4,2,C/C(CCc1oc2ccccc2c1-c1ccc(C)o1)=N/O
-2,8.5,-1,4,-1,13,-1,-4,-41,-1,NS(=O)(=O)c1ccc(NC(=O)COC(=O)c2cc3ccccc3cc2O)cc1
3,0.0,7,1,-9,-1,0,1,-8,-2,COC(=O)c1sccc1NC(=O)c1ccc(Cl)cc1
0,0.1,11,3,-8,-2,0,1,5,0,COc1ccccc1C(=O)NC(=O)COC(=O)c1ncc(Cl)c(Cl)c1Cl
-7,0.3,4,2,2,12,-5,17,5,-1,Cc1ccc(CNC(=O)CS(=O)Cc2nc(-c3cccs3)oc2C)cc1 (stereo not given)
-8,0.2,-9,-2,4,-9,-1,2,1,-1,O=C(c1cccc(-c2ccc(O)cc2)c1)N1CCN(c2ccc(F)cc2)CC1
-1,0.1,4,1,8,-4,0,0,2,0,O=C1CCCCCN1CP(=O)(O)CCc1ccccc1
4,0.2,6,-1,0,-3,-3,-4,9,-1,COc1cccc(NC(=O)CSc2nnc(-c3cc(C)[nH]n3)n2N)c1
-2,-0.2,-3,1,7,2,3,-2,3,-1,Cc1cccc(C)c1OCc1cc(C(=O)N2CCN(Cc3nccn3C)CC2)no1
1,0.2,0,1,4,5,2,-1,0,1,COc1ccc(NC(=O)CNS(=O)(=O)c2ccc3nc(C)sc3c2)c(OC)c1
-1,-0.3,-11,-3,2,-4,4,3,-3,3,Fc1ccccc1CSc1ncnc2c1oc1ccccc12
-4,0.6,-3,-1,4,3,-2,2,-3,1,CC1(Cc2cccc(C(N)=O)c2)C(=O)Nc2c(Cl)cccc21 (stereo not given)
-10,-1.5,-9,-5,1,-18,2,11,2,1,O=C(N/N=C\c1c[nH]c2ccccc12)c1ccc(O)cc1
-7,0.6,10,3,-3,-13,2,-2,-8,-3,CCc1ccc(NC(=O)N(Cc2ccco2)C(C)c2cccs2)cc1 (stereo not given)
1,0.2,6,1,-6,-1,-4,0,-1,1,COc1ccc(C(C)NC(=O)c2ccncc2)cc1OC (stereo not given)
-4,-0.3,6,1,-5,6,-1,1,0,-1,COc1cccc(NC(=S)NC2CC3CCCC(C2)N3C2CCCC2)c1 (stereo not given)
-6,0.1,-3,-2,3,3,11,4,0,6,COc1ccc(NC(=O)c2ccco2)cc1NC(=O)c1c(OC)cccc1OC
0,0.4,2,-3,-1,10,3,-2,8,-2,COc1ccc(/C=C2\N=C(c3c(-c4ccccc4)noc3C)OC2=O)cc1OC
0,-0.6,-1,2,-13,-13,3,-5,-11,2,O=C(COc1ccccc1)NCC1COc2ccccc2O1 (stereo not given)
1,-0.6,-4,3,-4,-2,-2,-6,5,-2,Cc1ccc(Nc2ncnc3c2nnn3Cc2ccccc2)cc1
-2,-13,-5,1,-3,4,-5,-2,3,-6,COc1ccc(/C=C(/NC(=O)c2ccccc2)C(=O)N/N=C/c2ccc3c(c2)OCO3)cc1OC
1,0.4,0,3,2,-14,0,-1,5,-1,CN(C)NC(=S)NC1CC2CCC1C2 (stereo not given)
2,-1.3,4,1,5,6,-1,7,1,-1,CCOc1ccc(-n2ccnc(SCC(=O)Nc3ccc(CC)cc3)c2=O)cc1
-2,0.1,-4,5,3,-4,5,5,6,5,CC1CCCN(C(=O)CSc2nnc3ccccn23)C1 (stereo not given)
2,0.4,-2,1,-3,-6,1,2,13,5,O=[N+]([O-])c1cc(-c2csc(NCCc3nc4cc(Cl)c(N5CCCCC5)cc4n3CCCO)n2)ccc1Cl
2,-0.4,4,-3,2,3,2,-1,-5,0,Nc1nc(NCc2ccco2)nc(Nc2cccc(F)c2)c1[N+](=O)[O-]
-6,-0.2,0,0,-7,-2,1,-1,-5,-2,COc1cc(OC)cc(C(=O)NCCN2C(=O)S/C(=C\c3cccs3)C2=O)c1
2,0.1,-1,0,-1,2,2,0,4,0,CC1=C(C(=O)N(C)C)CC(CC(=O)NCCCCc2ccccc2)C(=O)N1Cc1ccccc1 (stereo not given)
65*,-0.8,25*,0,-2,-7,-7,-1,15,-2,Cc1cc2cc(CNC(=O)c3ccc(S(=O)(=O)N(C)C)cc3)ccc2n1C
-1,-0.3,1,0,-4,13,2,-2,4,-3,O=C(N/N=C/c1ccc([N+](=O)[O-])cc1)c1cccc(N2CCCC2=O)c1

TCR CD3 inh, what is marked active above
Tn6 DDE FP,KLK7 zymogen act,TCR CD3 inh,LEDGF integ inh,Tn7 DDE FP,TDP2 inh,MBD2 inh,PRMT1 FP inh,SIAE primary,UHRF1 MBD2 ctr,mol
65*,-0.8,25*,0,-2,-7,-7,-1,15,-2,Cc1cc2cc(CNC(=O)c3ccc(S(=O)(=O)N(C)C)cc3)ccc2n1C

Some of the entries so far, field by field:
O=[N+]([O-])c1cc(-c2csc(NCCc3nc4cc(Cl)c(N5CCCCC5)cc4n3CCCO)n2)ccc1Cl
- Tn6 DDE FP: 2
- KLK7 zymogen act: 0.4
- TCR CD3 inh: -2
- LEDGF integ inh: 1
- Tn7 DDE FP: -3
- TDP2 inh: -6
- MBD2 inh: 1
- PRMT1 FP inh: 2
- SIAE primary: 13
- UHRF1 MBD2 ctr: 5

COc1ccc(/C=C(/NC(=O)c2ccccc2)C(=O)N/N=C/c2ccc3c(c2)OCO3)cc1OC
- Tn6 DDE FP: -2
- KLK7 zymogen act: -13
- TCR CD3 inh: -5
- LEDGF integ inh: 1
- Tn7 DDE FP: -3
- TDP2 inh: 4
- MBD2 inh: -5
- PRMT1 FP inh: -2
- SIAE primary: 3
- UHRF1 MBD2 ctr: -6

COc1cc(OC)cc(C(=O)NCCN2C(=O)S/C(=C\c3cccs3)C2=O)c1
- Tn6 DDE FP: -6
- KLK7 zymogen act: -0.2
- TCR CD3 inh: 0
- LEDGF integ inh: 0
- Tn7 DDE FP: -7
- TDP2 inh: -2
- MBD2 inh: 1
- PRMT1 FP inh: -1
- SIAE primary: -5
- UHRF1 MBD2 ctr: -2

Single records, from the list above. Order of values: Tn6 DDE FP, KLK7 zymogen act, TCR CD3 inh, LEDGF integ inh, Tn7 DDE FP, TDP2 inh, MBD2 inh, PRMT1 FP inh, SIAE primary, UHRF1 MBD2 ctr
`COc1ccc(C(C)NC(=O)c2ccncc2)cc1OC` (stereo not given) reads 1, 0.2, 6, 1, -6, -1, -4, 0, -1, 1
`Cc1ccc(CNC(=O)CS(=O)Cc2nc(-c3cccs3)oc2C)cc1` (stereo not given) reads -7, 0.3, 4, 2, 2, 12, -5, 17, 5, -1
`Cc1ccc(/C=C2\SC(=S)N(CCC(=O)Nc3cccnc3)C2=O)cc1` reads -6, -1.0, -5, -3, 2, -5, 7, 2, -10, 3
`COc1ccc(/C=C(/NC(=O)c2ccccc2)C(=O)N/N=C/c2ccc3c(c2)OCO3)cc1OC` reads -2, -13, -5, 1, -3, 4, -5, -2, 3, -6
`CC1(Cc2cccc(C(N)=O)c2)C(=O)Nc2c(Cl)cccc21` (stereo not given) reads -4, 0.6, -3, -1, 4, 3, -2, 2, -3, 1

The list continues.
Tn6 DDE FP,KLK7 zymogen act,TCR CD3 inh,LEDGF integ inh,Tn7 DDE FP,TDP2 inh,MBD2 inh,PRMT1 FP inh,SIAE primary,UHRF1 MBD2 ctr,mol
1,-0.3,1,-1,7,8,-7,-2,0,-1,O=C1CN(C(=O)CNC(=O)c2cccc(Cl)c2)c2ccccc2N1
-4,0.4,-4,3,-2,12,2,-3,-1,-4,Cc1ccc(NC(=O)c2ccn(C)n2)c(Br)c1
-8,0.3,-1,-1,-3,-10,2,-2,5,-1,Cc1c(NC(=O)c2ccc(S(=O)(=O)Nc3ccccc3F)cc2)c(=O)n(-c2ccccc2)n1C
0,0.1,3,-1,9,-4,-3,0,1,-2,C/C(CC(=O)Nc1ccc2c(c1)OCCO2)=N\NC(=O)COc1ccc(C)cc1
-3,-0.4,-3,0,-4,9,0,0,0,0,CCCCOC(=O)CCNc1n[nH]c(=O)[nH]c1=O
-1,-0.8,-5,0,1,-10,2,1,-57,1,O=C(Nc1cc(-c2ccccc2)sc1C(=O)O)c1cccc(F)c1
4,-0.5,5,1,-1,1,-4,-3,3,-4,O=C(Oc1ccc(N2C(=O)CCC2=O)cc1)c1ccccc1
0,-1.1,-5,0,-4,-2,1,-2,-2,-1,COc1cc(S(=O)(=O)Nc2cccnc2)ccc1Cl
-6,0.6,0,-1,-1,4,-1,-3,5,-1,CCNC(=O)C1CCCN(C(=O)c2ccc(OC)cc2)CC1 (stereo not given)
-2,-0.3,-5,-3,2,-2,1,0,0,1,Cc1ccc(OCCC(=O)OCC(=O)Nc2c(C)nn(-c3ccccc3)c2C)cc1
-2,-0.4,-7,-2,-4,3,0,8,-9,1,COc1cccc(C2C(C(=O)OC(C)C)=C(C)N=c3s/c(=C\c4ccc(C(=O)O)cc4)c(=O)n32)c1 (stereo not given)
4,-0.3,-2,4,-4,5,7,-1,0,-3,COC(=O)C(Cc1c[nH]c2ccccc12)NC(=O)CNC(C)=O (stereo not given)
-2,0.1,x,4,0,-1,1,-8,12,3,COc1ccc(-c2nnc(SCC(=O)N/N=C(\C)c3ccc(-c4ccccc4)cc3)n2-c2ccc(C)cc2)cc1
-5,-0.4,0,1,2,16,3,-2,9,0,Cc1ccc(S(=O)(=O)N2CCCCC2)cc1C(=O)NCCCN1CCOCC1
8,-0.1,5,-5,0,3,-4,-1,-2,0,CN(C(=O)c1ccc(NC(=O)Cc2ccc(NC(=O)C3CCN(C(=O)C4CCCCC4)CC3)cc2)cc1)C1CCCC1
